# NALP3 yeast inh: blocks the NALP3 inflammasome reconstituted in yeast; actives 0.39% (n = 330,000); AID 2825; inhibition, % at 10 µM; Yeast reconstituted NLRP3/ASC/caspase-1, beta-gal luminescence, 24 h;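 active = inhibition of 50% or more; inactive = inhibition below 50%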;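 note: plate controls were induced DMSO wells for no effect and uninduced yeast grown without galactose for full effect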
# NR3A LBD binder: NR3A (human) ligand-binding domain modulation; NR3A LBD differential scanning fluorimetry, Tm shift; 0% = protein alone, 100% = glycine-bound protein; Tm shift relative to glycine control, % at 25 µM; actives 2.5% (n = 340,000); AID 1259313;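 active = melting temperature shift of at least 10% of the positive control shift, at one fixed dose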
# tim23-1 inh: growth inhibitors of tim23-1 mutant yeast; S. cerevisiae tim23-1 growth, BacTiter-Glo luminescence, 24 h; inhibition, % at 20 µM; actives 1.3% (n = 330,000); AID 463212;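 active = growth inhibition of the mutant yeast at or above 50%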;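 note: temperature-sensitive mutant grown at 25 °C; plate controls were DMSO-treated mutant yeast for no effect and medium wells lacking yeast for full effect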
# UPR XBP1 act: activators of adaptive arm of unfolded protein response (XBP1); CHO-XBP1 luciferase reporter, IRE1-XBP1 UPR activation, luminescence; percent of tunicamycin response, DMSO as zero; activation, % at 20 µM; actives 0.33% (n = 330,000); AID 463104;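 active = versus positive control, 20 µM dose yields 30% or more activation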;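 note: 100% = tunicamycin at 10 µg/mL and 0% = DMSO only wells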
#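 Test system: CHO-XBP1 luciferase reporter cells | Buffer or medium: Serum-containing F12 medium, 10% FBS | Schedule: 6 h compound exposure at 37 °C, 5% CO2 | Detection: Steady-Glo luciferase glow luminescence, 10 min after reagent addition | Read-out basis: Activation, % of tunicamycin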
# tim10-1 inh: inhibits growth of tim10-1 mutant yeast; S. cerevisiae tim10-1 ts strain growth, BacTiter-Glo, 24 h; inhibition, % at 20 µM; actives 2.2% (n = 330,000); AID 463190;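 active = inhibition of at least 40%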;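 note: mutant grown at 25 °C; 0% = DMSO wells with yeast and 100% = wells holding no yeast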
# TIM10 inh: inhibits growth of TIM10 yeast strain. S. cerevisiae TIM10 strain growth, BacTiter-Glo luminescence, 24 h. inhibition, % at 10 µM. actives 1.4% (n = 330,000). AID 463195;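 active = inhibition of 40% or more at the single tested concentration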;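 note: wild-type TIM10 isogenic control strain grown at permissive 25 °C; 0% = DMSO yeast wells and 100% = minimal medium wells without yeast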
# Mdm2-MdmX inh: disrupts the human Mdm2-MdmX interaction | O15151+Q00987 | SaOS-2 split-luciferase Mdm2/MdmX complementation, luminescence | inhibition, % at 8 µM | actives 3% (n = 330,000) | AID 485346;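 active = inhibition of at least 50% at 8 µM in the primary screen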
# APJ ag: APJ receptor agonism. P35414. CHO-K1 APJ PathHunter beta-arrestin, luminescence; 0% DMSO wells, 100% apelin. activation, % at 20 µM. actives 0.11% (n = 330,000). AID 2520;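 active = activation more than six SD over the plate average, tested at 20 µM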;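 note: 0% = DMSO alone and 100% = apelin-13 at 10 nM; some results filed as inactive read as strong as hits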
# Target sequence (P35414 whole entry, looked up): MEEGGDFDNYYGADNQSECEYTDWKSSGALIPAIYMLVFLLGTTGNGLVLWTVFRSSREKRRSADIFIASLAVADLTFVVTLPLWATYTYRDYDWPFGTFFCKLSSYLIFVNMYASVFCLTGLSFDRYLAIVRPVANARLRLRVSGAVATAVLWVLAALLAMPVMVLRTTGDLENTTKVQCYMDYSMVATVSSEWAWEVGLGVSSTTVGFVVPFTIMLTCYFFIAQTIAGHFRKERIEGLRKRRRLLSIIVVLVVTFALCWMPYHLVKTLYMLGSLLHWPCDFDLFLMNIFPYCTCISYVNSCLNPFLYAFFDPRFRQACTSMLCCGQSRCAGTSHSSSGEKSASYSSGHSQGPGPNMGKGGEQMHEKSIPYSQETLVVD
#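 Assay system: engineered CHO-K1 APJ arrestin reporter cells; Amount: 1000 CHO-K1 reporter cells seeded per well; Dosing: one dose, 20 µM compound, 1% DMSO; Times: compound stimulation 90 min at 25 °C, detection 60 min; Measured by: luminescent beta-gal fragment complementation, chemiluminescent substrate; Read-out: APJ–arrestin association signal; Controls: DMSO vs Apelin-13 10 nM.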
# UPR CHOP act: activators of apoptotic arm of unfolded protein response (CHOP). CHO-CHOP luciferase reporter, UPR activation, luminescence; percent of tunicamycin response over DMSO baseline. activation, % at 10 µM. actives 0.34% (n = 330,000);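 active = at 10 µM dose, activation of 40% or more, normalized to positive control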;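 note: 100% = tunicamycin at 10 µg/mL and 0% = DMSO alone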
#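 Dosing – one dose, 10 µM in 0.5% DMSO · System – CHO-CHOP cells, stable luciferase reporter of PERK-eIF2a-CHOP signalling · Input – 500 cells/well · Control set – tunicamycin 10 µg/mL final as positive, DMSO-only wells as negative · Timing – 6 h compound treatment, 37 °C · Measure – % activation vs tunicamycin · Technique – luminescence read with Steady-Glo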
# * = called active by the depositor; · = not tested or not shown. Compounds as they come; about 8.2% have a hit in one of these screens.
SMILES,NALP3 yeast inh,NR3A LBD binder,tim23-1 inh,UPR XBP1 act,tim10-1 inh,TIM10 inh,Mdm2-MdmX inh,APJ ag,UPR CHOP act
Cc1ccc(C)n1-c1ccc(NC(=O)c2ccccc2)cc1,4,-11,26,-5,13,-9,8,-3,6.3
O=C(CN1C(=O)C(=O)c2ccccc21)NC1CCCCC1,-1,-3,14,1,13,11,8,-6,0.4
CCN1CCN(c2cc3c(cc2F)c(=O)c(C(=O)O)cn3C2CC2)CC1,26,1,7,-4,8,4,7,2,-0.8
Cc1ccc(OC(=O)c2cccc(S(=O)(=O)N3CCN(C)CC3)c2)c(Br)c1,23,0,32,-2,7,-7,10,10,-1.6
Cc1cc(NS(=O)(=O)c2ccc(NC(=O)c3cccnc3)cc2)nc(C)n1,6,-1,0,-8,-22,-3,20,1,0.7
CC1(C)C(c2ccc(Cl)cc2)=[N+]([O-])C2(CCCC/C2=N\O)N1O (stereo not given),-2,-4,8,-3,3,4,-12,6,-1.4
O=C(Nc1ccccc1C(=O)NCC1CCCO1)c1ccc(Cl)cc1 (stereo not given),16,0,23,-4,26,21,16,-5,0.1
C=CCn1c(SCC(C)=O)nc2scc(-c3ccc(C)o3)c2c1=O,27,-2,27,0,19,-9,-71,0,8.5
Cc1ccc[n+](CC(=O)Nc2ccc(C)c(C)c2)c1,8,-4,-1,-6,-4,6,-2,-1,-2.2
CCOc1ccccc1/C=C/C(=O)c1ccc(Cl)cc1,11,2,22,2,28,11,11,1,-0.5
COc1ccc(CNC(=O)c2nnn(Cc3ccc(OC)cc3)c2N)cc1,7,0,2,0,-8,-6,22,-3,-1.0
CC12CCC(=O)C=C1CCC1C2C(=O)CC2(C)C1CC[C@]2(O)C(=O)CO (stereo not given in full),17,-1,14,-3,2,3,16,-1,-0.5
O=C(CSc1ncccc1-c1nc2ccccc2[nH]1)N1CCCCC1,3,-2,18,1,22,27,29,-1,-0.7
C=CCNC(=O)C1CC(=O)N(c2ccc(OCc3ccccc3Cl)cc2)C1 (stereo not given),24,-1,21,-1,14,2,-37,-2,7.5
COc1ccc(NC(=O)CCNC(=O)Cn2ccc3ccccc3c2=O)cc1OC,3,-4,-4,-5,10,2,-3,-1,1.0
Cn1c(SCC(=O)Nc2ccc3c(c2)OCCO3)nnc1C(F)(F)F,20,2,-5,-2,-14,-9,3,3,0.0
COc1ccc(C2(C)NC(=O)N(CC(=O)c3cc(C)n(C4CC4)c3C)C2=O)cc1 (stereo not given),1,-2,7,2,-1,15,10,-1,0.4
O=C(NCC(=O)N1CCN(c2ccc(C(F)(F)F)cn2)CC1)c1ccc(Br)o1,17,1,21,-3,9,15,0,-3,-0.6
O=C(CSc1nc(=O)n2ccccc2n1)Nc1cccc2ccccc12,26,2,12,-5,15,-6,-27,7,-2.6
COc1cc2c(C(=O)N3CCN(C)CC3)c(CSc3ccccc3)n(C)c2cc1Br,-5,1,30,2,31,16,34,-4,0.4
CCc1nccn1CCC(=O)NC1CC(C)(C)Cc2c1cnn2-c1cccc(F)c1 (stereo not given),-3,-1,8,-2,15,5,31,5,1.0
NS(=O)(=O)c1ccc(CCNC(=O)C2CCC(Cn3c(=S)[nH]c4ccccc4c3=O)CC2)cc1 (stereo not given),20,-19,9,3,-5,-2,-11,-3,4.4
CC1C(=O)N2CCCc3cc(NC(=O)COc4ccc(Cl)cc4)cc1c32 (stereo not given),13,·,11,1,11,-6,20,1,2.1
COC(=O)CCC(C)N1CCC(Oc2ccc(C(=O)N3CCCC3)cc2)CC1 (stereo not given),4,1,5,1,2,1,7,0,0.6
COc1cc(C(=O)/C=C/c2cccnc2)ccc1O,23,-1,15,-3,26,7,51*,-2,4.0
O=C(CC1C(=O)NCCN1Cc1ccoc1)NCc1cccc(OC(F)(F)F)c1 (stereo not given),-4,-2,0,-2,15,-1,7,-3,0.9
Cc1ccc(NC(=O)CN2C(=O)CC(C)S(=O)(=O)c3ccccc32)cc1 (stereo not given),6,-1,20,-2,26,8,-11,1,0.5
COc1cccc(/C=N/Nc2ccc(S(=O)(=O)O)cc2)c1O,-3,0,0,-1,3,7,9,-3,-0.6
COc1ccc(CNC(=O)COc2ccc(S(=O)(=O)N3CCOCC3)cc2C)cc1,14,0,6,0,25,1,2,0,3.4
Cc1sc2ncn(CC(=O)NCCCOC(C)C)c(=O)c2c1S(=O)(=O)N1CCN(c2ncccn2)CC1,0,-1,22,2,17,-3,11,0,-1.0
Cc1ccc(NC(=S)NC(C)CCc2ccccc2)cc1C (stereo not given),29,-2,44,0,9,30,8,-10,1.2
COc1cc(OC)cc(C(=O)N[C@H](C(=O)Nc2ccc(NC(C)=O)cc2)C(C)C)c1,2,-2,12,0,4,4,3,0,-0.2
O=C(COc1cc2oc(=O)c3c(c2cc1Cl)CCC3)NCCN1CCOCC1,8,1,1,-1,5,1,7,-3,-1.4
NC(=O)c1c(Nc2nc3c(F)cccc3s2)sc2c1CCCC2,5,11*,41,0,40,21,9,-1,1.7
Cc1ccc(NC2=C([N+](=O)[O-])CS(=O)(=O)C2)cc1,18,0,12,2,-10,5,1,1,0.6
O=C(Cn1cc(C(F)(F)F)ccc1=O)N/N=C/c1ccc(Cl)cc1Cl,12,-2,-10,1,-6,-25,7,7,-1.0
O=C(NOCc1ccccc1)c1cccc([N+](=O)[O-])c1,·,2,41,5,21,1,17,·,3.6
Cc1cc(CN2CCC(n3nccc3NC(=O)c3ccccc3Cl)CC2)cc(C)c1O,0,2,6,-2,11,3,-7,-3,1.0
CCOc1ccc(S(N)(=O)=O)cc1-c1nc2c(C(C)(C)C)nn(C)c2c(=O)[nH]1,5,0,9,2,-13,1,13,-3,-1.3
COCCCNC(=O)C1C2C=CC3(CN(Cc4ccc(C)cc4)C(=O)C13)O2 (stereo not given),13,1,5,-1,12,-18,14,4,-0.4
COc1ccc(N2C(=O)CC(NC3CC3)C2=O)cc1 (stereo not given),15,1,5,-1,3,0,-9,-4,-0.9
CC12C(=O)N(c3ccc(C(=O)N4CCOCC4)cc3)C(=O)C1C1c3ccccc3C2c2ccccc21 (stereo not given),9,·,14,-4,9,9,-7,-2,0.2
COc1ccccc1OCC(=O)Nc1ccc(O)cc1C(=O)O,20,-5,9,1,6,13,-7,0,-1.0
Cc1ccccc1Nc1nnc(SCC(=O)c2c(N)n(C3CC3)c(=O)[nH]c2=O)s1,22,1,8,0,4,-4,27,-1,-0.5
CCCCNC(=O)c1[nH]c(C)c(C(C)=O)c1C,9,-1,4,3,6,4,28,-2,1.1
Cc1ccc(Cl)cc1N1CCN(C(=S)NCc2ccco2)CC1,19,-2,35,2,22,31,17,-4,-0.3
Cc1cc(C(=O)NN=C2C3CC4CC(C3)CC2C4)c2ccccc2n1,6,0,-3,0,11,5,-16,-4,0.5
O=C(OCc1cc2ccccc2[nH]c1=O)c1ccccc1,13,1,-27,4,-6,-19,13,-2,-0.1
S=C(NCc1ccccc1)NCC1COc2ccccc2O1 (stereo not given),25,-4,22,1,34,13,4,-3,-0.8
COc1ccc(S(=O)(=O)N2CCCC2CNC(=O)C(=O)Nc2ccc(F)cc2)cc1 (stereo not given),33,11*,31,0,13,2,-3,3,2.8
COc1ccc(CCC(=O)Nc2cc3c4c(c2)CCC(=O)N4CCC3)cc1,15,0,-5,0,6,11,6,5,0.3
Cc1cnc(-c2nnc(N(C)C(=O)C3CCOC3)s2)cn1 (stereo not given),-16,2,1,-3,0,-1,23,9,-1.0
COc1ccc(NC(=S)Nc2cccc([N+](=O)[O-])c2)cc1,18,23*,5,0,17,6,-11,-4,-1.8
CCOn1c(=O)c(-c2ccc(Br)cc2)[n+]([O-])c2ccccc21,19,1,5,-4,20,12,10,0,-2.0
COc1cc(C(=O)OCC(=O)N2CCOCC2)c([N+](=O)[O-])cc1OC,20,-2,-10,0,3,-2,-1,0,-0.6
Cc1noc(C)c1NC(=O)N(C)C[C@H]1Oc2ccc(NS(=O)(=O)c3ccccc3)cc2C(=O)N([C@H](C)CO)C[C@@H]1C,13,-1,-3,-1,-4,-5,11,-2,-1.5
CS(=O)(=O)N(CCc1ccccc1)CC(=O)N1CCN(c2ccccc2)CC1,11,1,21,2,19,8,22,5,-0.8
COc1ccc(CC(=O)NC(C)CCc2ccccc2)cc1 (stereo not given),21,-2,29,-1,15,6,21,-3,1.0
O=C(Oc1ccc2c(c1)CCC2)N1CCOCC1,27,-1,4,2,6,6,-3,-2,2.7
O=C(NCc1ccco1)c1ccc(COc2ccc(Cl)cc2)cc1,14,0,-6,0,-1,-16,11,1,-1.1

# For reference, five of the compounds above:
SMILES,NALP3 yeast inh,NR3A LBD binder,tim23-1 inh,UPR XBP1 act,tim10-1 inh,TIM10 inh,Mdm2-MdmX inh,APJ ag,UPR CHOP act
S=C(NCc1ccccc1)NCC1COc2ccccc2O1 (stereo not given),25,-4,22,1,34,13,4,-3,-0.8
COc1ccc(S(=O)(=O)N2CCCC2CNC(=O)C(=O)Nc2ccc(F)cc2)cc1 (stereo not given),33,11*,31,0,13,2,-3,3,2.8
COc1ccc(CCC(=O)Nc2cc3c4c(c2)CCC(=O)N4CCC3)cc1,15,0,-5,0,6,11,6,5,0.3
Cc1cnc(-c2nnc(N(C)C(=O)C3CCOC3)s2)cn1 (stereo not given),-16,2,1,-3,0,-1,23,9,-1.0
COc1ccc(NC(=S)Nc2cccc([N+](=O)[O-])c2)cc1,18,23*,5,0,17,6,-11,-4,-1.8

# The list goes on.
SMILES,NALP3 yeast inh,NR3A LBD binder,tim23-1 inh,UPR XBP1 act,tim10-1 inh,TIM10 inh,Mdm2-MdmX inh,APJ ag,UPR CHOP act
C=CCN1C(=O)/C(=C2/Sc3ccc(OC)cc3N2C)SC1=Nc1cccc(O)c1,1,4,-28,48*,-21,-39,67*,-2,17
COc1ccc2[nH]c(=O)c(CN(C(=O)c3ccco3)C3CCCCC3)cc2c1,10,-1,6,-4,18,-9,15,-5,-1.8
Cc1ccc(C(=O)N2CCCC(Nc3ccc(C)c(C)c3)C2)c(=O)[nH]1 (stereo not given),7,1,9,0,-13,7,-1,2,0.6
O=C(COC(=O)COc1ccc(Cl)cc1Br)NCCC1=CCCCC1,20,-5,7,-2,-10,-1,24,-3,-0.7
Cc1cc(C)n2nc(-c3ccsc3-n3c(C)ccc3C)cc2n1,2,0,13,3,17,15,-11,4,-1.0
CCCCn1c(-c2ccc(Cl)c(Cl)c2)nc2cc3[nH]c(=O)c(C(C)C)nc3cc21,-12,0,34,12,28,18,19,3,-2.9

# Compound activity: PubChem BioAssay, Sanford-Burnham Center for Chemical Genomics
